Source: PubChem BioAssay
TR-FRET SRC-2 ct: TR-FRET artefact, counter-screen to PPARgamma/SRC-2 agonist assay | active compounds read high | TR-FRET ratio at 8 µM | actives 0.4% (n = 200,000); in the data active = TR-FRET ratio above about 2000; note: inactives centre near 1500
STAT1 blocker: STAT1 signaling inhibition. NIH 3T3 STAT1-luciferase reporter, IFN-gamma, luminescence. inhibition, % at 5.5 µM. actives 0.35% (n = 200,000). AID 920;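 active = inhibition above a set limit, the mean inhibition across all tested compounds plus 3 SD, cut at about 34% in these data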;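 note: 0% = IFN-gamma with DMSO and 100% = IFN-gamma with 300 µM nifuroxazide; values of inactives mirror those of a sister screen read the other way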
STAT3 blocker: STAT3 signaling inhibition | AID 862 | actives 0.89% (n = 190,000) | U3A cells, IL-6 STAT3-luciferase reporter, luminescence; host cell line lacks STAT1 | inhibition, % at 5.5 µM;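 active = inhibition above the mean inhibition across all screened compounds plus 3 SD, cut at about 44% in these data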;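 note: 0% = DMSO only wells and 100% = 100 µM nifuroxazide control wells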
STAT3 activator: STAT3 signaling activation. U3A cells, IL-6 STAT3-luciferase reporter, luminescence; 100% = signal with IL-6 EC80 alone. activation (% of control), % at 5.6 µM. actives 0.91% (n = 190,000). AID 871;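 active = activation above the screen-wide mean of compound activation plus 3 SD, cut at about 130% in these data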;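 note: 0% = background luminescence of wells with medium and substrate only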
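Test system: STAT3-luciferase reporter U3A cells; Detection: reporter luminescence signal; Times: 1 h compound pre-exposure, 6 h IL-6 stimulation, 37 °C; Benchmarks: IL-6-only high control; Also added: IL-6 stimulus at 33 ng/mL final.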
ROMK primary: human ROMK K+ channel modulation, primary screen | actives 2% (n = 130,000) | Tet-inducible ROMK, thallium flux fluorescence; actives lie on both sides | AID 1918 | B-score at 10 µM;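 active = signal ratio slope over the read window, or its plate-corrected B-score, at least 3 SD from the plate mean, either direction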;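 note: B-score of the F/F0 ratio slope over 7 to 12 s after thallium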
PPARg SRC2 recr: PPARgamma-driven SRC-2 recruitment agonism. PPARgamma LBD-SRC-2 recruitment, biochemical. activation, % at 8 µM. actives 0.34% (n = 200,000). AID 1032; in the data active = activation above about 22%;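 note: 0% = vehicle and 100% = reference agonist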
Target sequence (P37231 whole entry, looked up, the tested form may be a part): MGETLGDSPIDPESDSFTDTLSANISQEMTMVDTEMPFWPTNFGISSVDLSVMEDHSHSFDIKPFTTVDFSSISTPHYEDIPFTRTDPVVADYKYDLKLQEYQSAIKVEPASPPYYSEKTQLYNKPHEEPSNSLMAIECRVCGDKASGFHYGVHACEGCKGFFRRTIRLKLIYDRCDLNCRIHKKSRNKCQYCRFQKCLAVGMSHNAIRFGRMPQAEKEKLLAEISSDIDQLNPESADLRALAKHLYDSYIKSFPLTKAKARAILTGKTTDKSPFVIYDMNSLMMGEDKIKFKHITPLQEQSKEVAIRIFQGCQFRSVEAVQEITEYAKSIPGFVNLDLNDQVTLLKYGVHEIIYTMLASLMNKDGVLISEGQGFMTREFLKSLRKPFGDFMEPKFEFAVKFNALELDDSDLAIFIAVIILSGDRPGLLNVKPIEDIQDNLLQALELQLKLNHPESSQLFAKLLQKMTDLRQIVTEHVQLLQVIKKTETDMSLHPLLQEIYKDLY
RAM network inh: yeast RAM network inhibition; S. cerevisiae dse1pr::URA3 reporter, 5-FOA growth OD615, 2 d; analog-sensitive cbk1-as2 kinase mutant strain; inhibition, % at 50 µM; AID 868; actives 1.8% (n = 190,000);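 active = inhibition above a set limit, 3 SD over mean compound inhibition, cut at about 8.4% in these data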;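 note: 0% = DMSO-only wells with no growth and 100% = 10 µM 1-NA-PP1 full growth; inhibition rescues growth on 5-FOA so higher OD means more RAM inhibition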
PPARg SRC-3 ag: agonists of human PPARgamma SRC-3 coactivator recruitment; biochemical PPARgamma/SRC-3 coactivator recruitment assay; actives 0.26% (n = 200,000); P37231; activation, % at 8 µM; in the data active = activation above about 23%;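 note: 0% = DMSO and 100% = reference agonist; some compounds past the cut are filed as inactive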
PPARg SRC-1 ag: agonists of human PPARgamma SRC-1 coactivator recruitment. P37231. PPARgamma-SRC-1 coactivator recruitment biochemical assay. activation, % at 8 µM. actives 0.41% (n = 200,000). AID 631; in the data active = activation above about 19%;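 note: 0% = DMSO and 100% = reference agonist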
S1P3 antagonist: blocks the human S1P3 receptor; Q99500; CHO S1P3 NFAT-BLA reporter, FRET fluorescence, antagonist mode; inhibition, % at 4.98 µM; actives 0.27% (n = 170,000);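 active = inhibition above the plate cutoff, the mean inhibition of test wells on that plate plus 3 SD, cut at about 28% in these data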;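 note: cells challenged with S1P at its EC80 of 0.8 µM; blue over green emission ratio from cleaved BLA substrate after 4 h stimulation; 0% = S1P-stimulated wells and 100% = unstimulated DMSO-only wells; some compounds past the cut are filed as inactive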
Target sequence (Q99500 whole entry, looked up): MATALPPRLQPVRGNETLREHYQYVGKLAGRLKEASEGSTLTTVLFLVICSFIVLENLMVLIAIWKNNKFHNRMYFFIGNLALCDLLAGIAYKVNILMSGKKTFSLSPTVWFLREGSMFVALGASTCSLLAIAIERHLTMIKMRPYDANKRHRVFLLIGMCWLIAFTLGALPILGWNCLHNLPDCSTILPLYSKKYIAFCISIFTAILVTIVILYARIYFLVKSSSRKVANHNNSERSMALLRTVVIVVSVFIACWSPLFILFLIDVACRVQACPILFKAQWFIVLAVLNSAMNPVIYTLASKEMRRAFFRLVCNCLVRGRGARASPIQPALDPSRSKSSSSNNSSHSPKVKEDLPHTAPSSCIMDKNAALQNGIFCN
TLR4 MyD88 comp: inhibitors of human TLR4-MyD88 binding; O00206+Q99836; HeLa CL3-4 TLR4/MyD88 BLA complementation, FRET ratio; inhibition, % at 8.4 µM; actives 0.18% (n = 200,000); AID 861; in the data active = inhibition above about 25%;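 note: 0% = vehicle and 100% = reference inhibitor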
Numbers without * were called inactive; . = not tested or not shown.

SMILES	TR-FRET SRC-2 ct	STAT1 blocker	STAT3 blocker	STAT3 activator	ROMK primary	PPARg SRC2 recr	RAM network inh	PPARg SRC-3 ag	PPARg SRC-1 ag	S1P3 antagonist	TLR4 MyD88 comp
CC1CC(C)CN(CC(=O)NCCc2ccc(S(N)(=O)=O)cc2)C1 (stereo not drawn)	1700	11	3	99	-0.41	-3	-0.6	2	9	-3	-6
CCCCC(O)(CCCC)C(=O)NN(C(=O)CCl)c1ccccc1	1695	9	3	97	.	11	-0.1	-1	0	-13	1
Cc1ccccc1NC(=O)COc1ccc(Br)cc1C	1464	-8	26	84	0.55	2	2.7	-3	-2	2	-14
CC(=O)Nc1ccc(NC(=O)c2ccc(Cn3cc(Cl)cn3)cc2)cc1	1434	9	4	96	.	-7	6.2	-2	-3	1	-8
COc1ccc(-n2ncc3c(NCCN4CCOCC4)ncnc32)cc1	1608	-27	1	106	.	4	-0.1	7	5	.	9
Cc1ccc(O)c(-c2cc(C(=O)Nc3c(C)n(C)n(-c4ccccc4)c3=O)[nH]n2)c1	1631	1	3	101	2.5	3	0.5	-1	4	1	-9
Cc1csc(Sc2nc3c(c(=O)[nH]c(=O)n3C)n2Cc2ccccc2Cl)n1	1472	2	7	97	1.1	-12	6.5	-10	2	-33	-6
CC1(c2ccccc2Cl)NC(=O)N(CC(=O)NCc2ccco2)C1=O (stereo not drawn)	1507	15	1	101	-1.6	-10	2.2	-5	-4	-17	11
CN(C)S(=O)(=O)N(CC(=O)Nc1ccccc1F)c1ccccc1	1550	2	-3	104	.	0	-0.2	-13	8	-8	-5
COc1ccc(Nc2ccccc2N)cc1	1768	-10	18	91	-0.37	11	1.0	1	5	14	-3
O=C(CCSc1nc(-c2ccco2)cc(C(F)(F)F)n1)N1CCN(c2ccccc2)CC1	1449	-7	-9	109	.	6	1.1	2	0	14	3
O=C(NCCCc1ccccc1)c1ccncc1	1445	-4	8	99	.	9	3.4	2	8	18	-2
COc1ccccc1-c1nnc2sc(COc3ccc(Cl)cc3)nn12	1715	0	18	89	.	14	-1.2	4	-2	12	-7
C/C(N)=C(/C#N)C(=O)CSc1nc2cc(Cl)ccc2c(=O)n1Cc1ccco1	1419	5	5	98	-0.38	2	5.0	-4	3	-6	-9
CCc1c(C)[nH]c(=S)c(C#N)c1C	1641	2	-2	104	0.24	7	-0.3	21	11	-5	-4
Cc1cc2nc(-c3ccc4c(c3)CCC4)ccn2n1	1613	-23	18	89	-2	0	-0.4	1	2	-4	-20
CCOC(=O)C1(CCCc2ccccc2)CCN(C(=O)CCC2=NNC(=O)CC2)CC1	1656	6	8	97	.	8	-1.0	6	6	-38	-26
Cc1c2cnn(-c3ccccc3)c(=O)c2c(C)n1CCCC(=O)N1CCN(c2ncccn2)CC1	1756	-12	9	96	.	-5	1.1	-5	0	-6	2
Cc1nc(S(=O)(=O)Cc2ccc(Cl)cc2)nc2c1CCC2	1367	-4	13	95	0.042	-4	-1.5	-3	0	0	-9
COc1ccc(O[C@@H]2O[C@H](COC(C)=O)[C@@H](OC(C)=O)[C@H](OC(C)=O)[C@H]2NC(C)=O)cc1	1688	1	7	96	.	5	2.7	6	2	3	-11
Cc1c(NC(=O)C(C)NCC2CCCO2)c(=O)n(-c2ccccc2)n1C (stereo not drawn)	1704	2	0	103	.	3	2.9	9	0	.	1
Cc1cccc(OCCSc2nc3ncnc(N)c3[nH]2)c1	1400	9	8	104	-0.087	-6	0.4	-3	-5	3	0
COc1cccc(C2CC(c3c(-c4ccccc4)c4cc(Cl)ccc4[nH]c3=O)=NN2S(C)(=O)=O)c1OC (stereo not drawn)	1556	-1	25	82	-0.76	0	5.6	-6	-1	.	11
CCCCOc1ccc(-c2ncc(C(=O)OCC)c(N)n2)cc1	1827	-31	18	89	.	14	2.7	1	-3	6	2
O=C(c1cc2c(s1)-c1ccccc1OC2)N1CCc2ccccc2C1	1417	-6	1	99	-0.48	6	4.5	-1	3	-7	1

A different layout for some results above.
Values run as follows: TR-FRET SRC-2 ct, STAT1 blocker, STAT3 blocker, STAT3 activator, ROMK primary, PPARg SRC2 recr, RAM network inh, PPARg SRC-3 ag, PPARg SRC-1 ag, S1P3 antagonist, TLR4 MyD88 comp
- CCc1c(C)[nH]c(=S)c(C#N)c1C
  1641, 2, -2, 104, 0.24, 7, -0.3, 21, 11, -5, -4
- Cc1cc2nc(-c3ccc4c(c3)CCC4)ccn2n1
  1613, -23, 18, 89, -2, 0, -0.4, 1, 2, -4, -20

A second format for four compounds above.
mol: Cc1csc(Sc2nc3c(c(=O)[nH]c(=O)n3C)n2Cc2ccccc2Cl)n1
- TR-FRET SRC-2 ct = 1472
- STAT1 blocker = 2
- STAT3 blocker = 7
- STAT3 activator = 97
- ROMK primary = 1.1
- PPARg SRC2 recr = -12
- RAM network inh = 6.5
- PPARg SRC-3 ag = -10
- PPARg SRC-1 ag = 2
- S1P3 antagonist = -33
- TLR4 MyD88 comp = -6

mol: CCc1c(C)[nH]c(=S)c(C#N)c1C
- TR-FRET SRC-2 ct = 1641
- STAT1 blocker = 2
- STAT3 blocker = -2
- STAT3 activator = 104
- ROMK primary = 0.24
- PPARg SRC2 recr = 7
- RAM network inh = -0.3
- PPARg SRC-3 ag = 21
- PPARg SRC-1 ag = 11
- S1P3 antagonist = -5
- TLR4 MyD88 comp = -4

mol: O=C(c1cc2c(s1)-c1ccccc1OC2)N1CCc2ccccc2C1
- TR-FRET SRC-2 ct = 1417
- STAT1 blocker = -6
- STAT3 blocker = 1
- STAT3 activator = 99
- ROMK primary = -0.48
- PPARg SRC2 recr = 6
- RAM network inh = 4.5
- PPARg SRC-3 ag = -1
- PPARg SRC-1 ag = 3
- S1P3 antagonist = -7
- TLR4 MyD88 comp = 1

mol: COc1ccc(-n2ncc3c(NCCN4CCOCC4)ncnc32)cc1
- TR-FRET SRC-2 ct = 1608
- STAT1 blocker = -27
- STAT3 blocker = 1
- STAT3 activator = 106
- ROMK primary = .
- PPARg SRC2 recr = 4
- RAM network inh = -0.1
- PPARg SRC-3 ag = 7
- PPARg SRC-1 ag = 5
- S1P3 antagonist = .
- TLR4 MyD88 comp = 9

The list goes on.
SMILES	TR-FRET SRC-2 ct	STAT1 blocker	STAT3 blocker	STAT3 activator	ROMK primary	PPARg SRC2 recr	RAM network inh	PPARg SRC-3 ag	PPARg SRC-1 ag	S1P3 antagonist	TLR4 MyD88 comp
COCCSc1ccccc1C(=O)N1CCN(c2ccccc2)CC1	1517	-2	7	101	0.32	-2	0.1	4	12	-11	-6
CCCCC(=O)Nc1ccc(C)c(O)c1	1465	-1	5	100	0.41	-3	1.5	1	3	.	2
Cc1ccc(NC(=O)CCC(=O)NCCO)cc1	1361	1	-8	107	-0.011	2	-1.1	3	-7	.	1
CCCCSc1nnc(-c2ccccc2)c2ccccc12	1566	6	-2	98	.	5	-1.3	6	7	0	9
CCN(CC)S(=O)(=O)c1cccc(NC(=O)COC(=O)c2ccc(Br)o2)c1	1316	-1	-4	100	-1.4	0	0.4	3	2	.	5
CCOc1ccc(N2C(=O)C3C(c4ccc(O)cc4)NC(CCSC)(C(=O)OC)C3C2=O)cc1 (stereo not drawn)	1461	-9	3	99	0	-9	-0.5	-5	-6	-7	-5
O=C(C1CCCO1)N1N=C(c2ccc(Br)cc2)CC1c1ccco1 (stereo not drawn)	1564	-3	15	87	-3.4*	4	0.8	4	-2	-3	0
O=C(O)C1C2C=CC(C2)C1C(=O)NCCC1=CCCCC1 (stereo not drawn)	1552	-9	12	93	-0.14	-13	0.0	-12	2	10	7
COc1ccc(S(=O)(=O)NCC2CCCN(Cc3ccc(C)o3)C2)cc1 (stereo not drawn)	1536	-8	-6	111	0.22	1	-1.1	-4	3	-11	-9
Cc1nc([N+](=O)[O-])c(Sc2nc3ccccc3n2C)n1Cc1ccccc1	1535	26	9	95	-3*	7	2.0	6	0	-10	15
NS(=O)(=O)c1ccc(CCNC(=O)C2CCCCN2S(=O)(=O)c2ccccc2)cc1 (stereo not drawn)	1709	7	8	100	.	2	1.4	-7	7	-16	1
COc1ccccc1N1CC(C(=O)Nc2cccc(C(=O)O)c2)CC1=O (stereo not drawn)	1598	1	2	102	.	1	1.7	2	7	-5	0
Cc1nn(-c2ccc(F)cc2)c(Cl)c1/C=N/NC(=O)c1ccc(O)cc1	1793	8	15	91	-0.93	8	2.4	5	10	7	-8
O=C(NC(Cc1c[nH]c2ccccc12)C(=O)N/N=C/c1ccc(Br)cc1)c1cccs1 (stereo not drawn)	1662	-5	1	103	-1.3	5	0.9	-2	-1	-15	0
Cc1cc(C(=O)N2CCN(C/C=C/c3ccccc3)CC2)cs1	1519	2	11	93	.	3	1.5	5	7	26	-15
Cc1ccc(-c2nn3c(C)nnc3s2)cc1NC(=O)c1ccc(-c2cccc(Cl)c2)o1	1556	-2	20	86	.	1	0.8	-7	-4	2	-8
CN(NS(=O)(=O)c1ccc(Cl)cc1)c1ncc(C(F)(F)F)cc1Cl	1489	7	-5	110	-0.027	2	0.8	-2	-4	-14	8
CCOC(=O)c1ccc(S(=O)(=O)Nc2nc3cc(S(=O)(=O)NC4=NCCCCC4)ccc3s2)cc1	1746	-14	0	101	0.24	7	5.6	2	2	-19	-10
O=C(NCCc1ccc(Cl)cc1)C1CCC(CNc2c(N3CCCCC3)c(=O)c2=O)CC1 (stereo not drawn)	1577	0	-4	103	-1.1	14	1.1	5	3	0	7
CCc1ccc2[nH]c3nc(SCc4nnc(-c5ccc(C)cc5)o4)nnc3c2c1	1703	1	8	94	.	11	3.2	3	5	.	-14
O=C(/C=C/c1ccccc1)NC(=S)NNC(=O)Cc1cccs1	1540	-4	-5	105	.	-1	2.2	-1	-4	.	9
Cc1ccc(CNC(=O)CCC(=O)c2cccs2)cc1	1437	-3	0	99	-0.024	0	0.3	-2	2	.	-7
Cc1noc(C)c1C(=O)OCC(=O)NC(c1ccccc1)c1ccccc1	1482	-2	-7	108	.	5	5.3	-4	0	.	4
CCS(=O)(=O)N1Cc2ccccc2CC1C(=O)Nc1nnc(C2CC2)s1 (stereo not drawn)	1604	-1	4	97	-0.52	5	2.9	2	5	-22	5
Nc1nc(-c2ccc3c(c2)CCC(=O)N3)cs1	1457	-13	6	102	-0.44	-2	3.1	0	-2	-4	-10
CCCc1ccc(C(=O)N2CCN(c3ccccc3OCC)CC2)cc1	1242	6	2	100	-1.3	4	0.1	-5	4	14	-14
CCOC(=O)C(=NCCCN(C)C)NNc1cc(C(F)(F)F)ccc1Cl	1733	3	-1	102	-2.7*	8	-0.4	4	10	-10	3
CCCCOc1ccc(C(=O)Nc2ccc(N3CCN(C)CC3)cc2)cc1	1681	1	6	99	.	-1	0.4	-4	0	-7	-17
CCN(CC)S(=O)(=O)c1ccc2c(c1)nc(CCC(=O)OCC(=O)Nc1cc(OC)cc(OC)c1)n2C	1616	0	1	99	.	-1	3.2	-1	11	-7	6
CC(=O)Nc1ccc(S(=O)(=O)NCCC(=O)NCCc2ccc(F)cc2)cc1	1486	-5	4	100	.	-2	0.6	8	1	.	-5
